# High-throughput results: PubChem BioAssay, National Center for Advancing Translational Sciences (NCATS)
# ELG1 genotox = inducers of genotoxicity in HEK293T ELG1-luciferase cells; Potency, µM (highest dose often 46 µM), inactives show at the top dose activity change, positive = activation, actives largely listed as activators; HEK293T ELG1-luciferase reporter, luminescence, 16 h; 330,000 tested, 1.3% active; AID 504466; note: potency is the fitted concentration of half-maximal effect; % of control where 0% means no effect; nearly all actives have a fitted effect of over 60% in size
#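 Reporter readout depends on ELG1 protein level, which increases with genetic stress. After 16 hr compound exposure at 37 °C, luciferase activity was quantified using ONE-Glo.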
# Tb PFK block = T. brucei PFK enzyme inhibition; O15648; T. brucei PFK, ADP-Glo luminescence; Potency, µM (titrated, usually from 57.5 µM), for inactives: at the top dose activity, negative = inhibition, actives largely listed as inhibitors; 330,000 tested, 0.17% active;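 note: potency is the fitted concentration of half-maximal effect; 0% = uninhibited 1x PFK enzyme wells and -100% = no-enzyme wells; nearly all actives have a fitted effect of over 60% in size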
# Target sequence (O15648 whole entry, looked up): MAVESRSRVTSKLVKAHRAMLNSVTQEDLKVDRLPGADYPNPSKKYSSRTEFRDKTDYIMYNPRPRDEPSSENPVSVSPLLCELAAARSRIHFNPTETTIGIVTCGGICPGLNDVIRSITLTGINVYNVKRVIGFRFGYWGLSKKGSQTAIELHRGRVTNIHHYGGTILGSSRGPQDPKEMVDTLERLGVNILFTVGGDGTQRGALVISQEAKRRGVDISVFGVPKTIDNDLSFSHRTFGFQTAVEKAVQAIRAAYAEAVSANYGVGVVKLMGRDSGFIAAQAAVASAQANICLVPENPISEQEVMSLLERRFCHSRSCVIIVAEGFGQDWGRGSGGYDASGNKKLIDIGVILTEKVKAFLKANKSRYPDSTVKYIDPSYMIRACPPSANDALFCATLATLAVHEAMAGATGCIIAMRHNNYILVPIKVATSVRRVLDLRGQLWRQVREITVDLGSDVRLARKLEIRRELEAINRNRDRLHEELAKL
#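 In TEA buffer at pH 8.0 with 5 mM MgCl2, enzyme (1.25 nM) converted F6P (0.5 mM) and ATP (0.1 mM) for 45 min at room temperature. ADP product was read by luciferase luminescence.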
# Rab9 promoter act = activates the Rab9 promoter. 320,000 tested, 2.8% active. AID 485297. Huh7 Rab9 promoter-luciferase reporter, luminescence, 24 h. Potency, µM (series often up to 9.22 µM), for the others: at the highest dose activation, negative = inhibition, actives largely listed as activators; note: potency is the fitted concentration of half-maximal effect; % of control where 0% means no effect; nearly all actives have a fitted effect of over 60% in size
#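 Cell-based reporter: Huh7 stable for Rab9 promoter-driven luciferase, plated in reduced-serum medium with 10% FBS at 1500 cells/well, compound-treated 24 h at 37 °C, luminescence read after 10 min reagent.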
# NPC1 promoter act = activates the NPC1 promoter; Huh7 NPC1 promoter luciferase reporter, 24 h; Potency, µM (top dose mostly 9.22 µM), inactives show at the highest dose activation, hits mostly activators; 320,000 tested, 2.4% active;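 note: potency is the fitted concentration of half-maximal effect; % of control where 0% means no effect; nearly all actives have a fitted effect of over 60% in size; reporter is driven by a mutant NPC1 promoter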
#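 Compounds in DMSO were transferred onto Huh7 NPC1-luciferase reporter cells pre-incubated 2 h; after 24 h at 37 °C, Amplite reagent was dispensed and luminescence recorded 10 min later.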
# BRCA1 expr act = increases BRCA1 expression; 380,000 tested, 1.1% active; Potency, µM (top dose mostly 46.1 µM), inactives show at the highest dose activation, most hits filed as activators; MCF7-BRCA1-FFLuc reporter, luminescence, 48 h; response scale: scaled: vehicle 0%, 10 µM genistein 100%; note: potency is the fitted concentration of half-maximal effect; nearly all actives have a fitted effect of over 80% in size; some results filed as inactive show a strong effect at the top dose
#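 MCF7-BRCA1-FFLuc cells, 2000/well in phenol-red-free MEM, attached 2 h then treated 48 h at 37 C. Luciferase luminescence read 15 min after reagent; normalized to genistein maximum activation (10microM) and DMSO, concentration-response fitted.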
# TRPV1 agonist = human TRPV1 agonism; AID 540275; Q8NER1; activation, % at 8.33 µM; 320,000 tested, 0.19% active; TRPV1-expressing cells, Fluo-8 calcium influx, agonist mode; in the data active = activation above about 80%; inconclusive = between about 30% and that limit; note: 0% is about no effect
#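 Fluo-8 calcium influx in TRPV1-expressing cells, kinetic read (ex 480/em 520 nm). Compound added and read 3 min for agonist activity, followed by capsaicin at EC20 final and 2 min further read for enhancement.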
# FLuc counter = counter-screen for miR-21 project: firefly luciferase inhibitors or activators. 360,000 tested, 6.9% active. purified FLuc, Km substrates, luminescence inhibition. Potency, µM (series often up to 57.5 µM), for the others: at the top dose activity change, negative = inhibition, actives largely listed as inhibitors;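 note: potency is the fitted concentration of half-maximal effect; plate controls were vehicle for no effect and reference inhibitor for full effect; nearly all actives have a fitted effect of over 55% in size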
# Target sequence (P08659 whole entry, looked up): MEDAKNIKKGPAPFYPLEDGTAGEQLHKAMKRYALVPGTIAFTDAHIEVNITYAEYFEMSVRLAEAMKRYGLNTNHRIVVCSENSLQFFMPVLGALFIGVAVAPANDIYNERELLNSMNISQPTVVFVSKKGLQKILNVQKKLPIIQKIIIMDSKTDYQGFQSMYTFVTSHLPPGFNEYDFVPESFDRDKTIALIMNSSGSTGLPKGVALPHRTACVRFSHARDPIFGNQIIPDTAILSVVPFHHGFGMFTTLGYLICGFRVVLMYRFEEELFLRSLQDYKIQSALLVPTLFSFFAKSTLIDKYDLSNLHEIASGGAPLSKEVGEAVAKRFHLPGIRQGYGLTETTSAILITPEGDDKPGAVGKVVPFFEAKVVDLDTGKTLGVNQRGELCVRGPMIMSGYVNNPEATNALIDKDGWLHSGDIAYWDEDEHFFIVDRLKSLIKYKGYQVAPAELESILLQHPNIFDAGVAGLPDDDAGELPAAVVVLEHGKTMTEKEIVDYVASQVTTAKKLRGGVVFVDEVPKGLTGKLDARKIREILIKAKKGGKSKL
#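 Purified P. pyralis luciferase (10nM final) with 10uM D-luciferin and 10uM ATP (Km levels) in 50mM Tris acetate pH 7.5, 10mM Mg acetate, 0.01% Tween-20, 0.05% BSA; qHTS 6-point titration, ~60 µM downward; luminescence read.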
# ELG1 DNA repair = inhibitors of ELG1-dependent DNA repair in HEK293T cells; HEK293T ELG1-luciferase reporter, luminescence, 16 h; DNA damage induced by 5-fluorouridine; Potency, µM (series often up to 46.1 µM), without a hit: at the highest dose activity change, negative = inhibition, hits mostly inhibitors; 330,000 tested, 2.3% active; note: potency is the fitted concentration of half-maximal effect; % is set by controls: 0 for no effect and ±100 for the full control effect; nearly all actives have a fitted effect of over 55% in size
#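 Step one: seed 2,000 cells per well. Step two: pin-transfer compound or DMSO alongside 5-fluorouridine. Step three: incubate 16 hr, 37 °C, 5% CO2. Step four: add ONE-Glo, wait 30 min, read luminescence.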
# Gal4-VP16 FLuc = inhibits Gal4-VP16 luciferase reporter, ROR gamma counter-screen | Drosophila S2 Gal4-VP16 UAS-luciferase, luminescence, 20 h | Potency, µM (series often up to 53.6 µM), for inactives: top-dose activity, negative = inhibition, most hits filed as inhibitors | 310,000 tested, 3.5% active;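 note: Gal4-VP16 expression switched on by copper sulfate through the metallothionein promoter; potency is the fitted concentration of half-maximal effect; % is set by controls: 0 for no effect and ±100 for the full control effect; nearly all actives have a fitted effect of over 50% in size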
# p53 reactivator = re-activators of mutant p53; H1299 p53-A138V BP100-luciferase reporter, luminescence, 24 h; Potency, µM (doses to about 92.2 µM), without a hit: at the highest dose activity change, positive = activation, hits mostly activators; 320,000 tested, 0.063% active; AID 504706; note: potency is the fitted concentration of half-maximal effect; % of control where 0% means no effect; nearly all actives have a fitted effect of over 45% in size
#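 p53-null H1299 cells stably carrying temperature-sensitive p53-A138V and a BP100-luciferase reporter were pinned with compounds (4-point, 1:5 series) and held 24 hrs at 37 deg C. Luminescence was read 10 min after detection reagent.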
# RORg inh = ROR gamma (mouse) transcription inhibition | P51450 | Drosophila S2 Gal4-RORgamma UAS-luciferase reporter, 20 h | Potency, µM (highest dose often 53.6 µM), without a hit: top-dose activity change, negative = inhibition, hits mostly inhibitors | 310,000 tested, 5.4% active; note: potency is the fitted concentration of half-maximal effect; % is set by controls: 0 for no effect and ±100 for the full control effect; nearly all actives have a fitted effect of over 60% in size
#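 Using a luciferase readout, inhibitors were identified by reduced reporter activity in Drosophila cells coexpressing a copper-inducible Gal4–ROR gamma fusion and UAS-driven Photinus luciferase, incubated 20 hr after 700 uM copper sulfate.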
# The depositor's hits bear a star; ? = inconclusive; nt = not tested or not shown; & = joins results of further samples; [ ] = remark or other dose. Unless noted, calls come from the whole dose curve; as a rule, active = well fitted curve in the direction sought with a large enough effect; inconclusive = small, poorly fitted or top-dose-only effect, or another doubt; inactive = no such curve, though single readings can be large; an effect the other way counts as inactive or inconclusive. The list is partial; count on the stated rates, not on these rows.
SMILES | ELG1 genotox | TRPV1 agonist | ELG1 DNA repair | Rab9 promoter act | FLuc counter | p53 reactivator | Gal4-VP16 FLuc | NPC1 promoter act | RORg inh | BRCA1 expr act | Tb PFK block
CCCOc1ccc2nc(NC(=O)OC)[nH]c2c1 | ? | -2 | ? | -21% | -3% | 20% | 23%&28% | -22% | -25%&-5% | nt | -10%
CC(=O)OCC(=O)[C@@]1(O)CC[C@H]2[C@@H]3CCC4=CC(=O)C=C[C@]4(C)[C@@]3(F)[C@@H](O)C[C@@]21C | -4% | -1 | 13% | -5% | -1% | 4% | nt | -1% | nt | -3% | ?
COc1ccc(-c2oc3c(CC=C(C)C)c(O[C@@H]4O[C@H](CO)[C@@H](O)[C@H](O)[C@H]4O)cc(O)c3c(=O)c2O[C@@H]2O[C@@H](C)[C@H](O)[C@@H](O)[C@H]2O)cc1 | nt | 1 | nt | -4% | -2% | nt | -4% | 1% | 1% | nt | -7%
CC(Cc1cccc(C(F)(F)F)c1)NCCOC(=O)c1ccccc1 (stereo not given) | 4%&2% | 0&4 | -1%&6% | -2%&14% | -4%&-1% | 2%&4% | -8% | 0%&-3% | 31% | 0%&0% | -5%&-5%
CCC(C(=O)Nc1ccccc1N1CCCC1)c1ccccc1 (stereo not given) | 15% | -7 | 11% | 8% | 0% | 5% | 8% | -5% | -15% | -27% | -3%
CN[C@@H]1[C@H](O)[C@H](NC)[C@H]2O[C@@]3(O)C(=O)C[C@@H](C)O[C@H]3O[C@@H]2[C@H]1O | 0% | 3 | 16% | -3% | 2% | -3% | 3%&-8%&-5% | -1% | 3%&-6%&-12% | 2% | 23%
CCCC(=O)O[C@]1(C(=O)CCl)[C@@H](C)C[C@H]2[C@@H]3CCC4=CC(=O)C=C[C@]4(C)[C@@]3(F)C(=O)C[C@@]21C | 13% | 13 | 4% | -6% | 5% | 3% | -3% | -2% | 10µM* | 13% | 1%
COc1ccc(C(=O)c2ccccc2)c(O)c1 | ? | -9 | ? | -3% | ? | ? | -13% | 2% | -10% | 49% | 4%
Cc1nc2c3ccccc3nc(NNC(=O)CCC(=O)N3CCN(c4ccccc4F)CC3)n2n1 | -3% | ? | -1% | -2% | -1%&-12% | -1% | -9% | 3% | 3% | 7% | 1%
CCN(CCCCOC(=O)c1ccc(OC)c(OC)c1)C(C)Cc1ccc(OC)cc1 (stereo not given) | -5% | 2 | -11% | 0% | 2% | 2% | -13%&-5% | -5% | 11%&-6% | -1% | -1%
COC(=O)N/N=C/c1c[n+]([O-])c2ccccc2[n+]1[O-] | 10% | 0 | 6% | 3% | 2% | -1% | nt | 3% | nt | 3% | -2%
CC(=O)Oc1ccc2c(C)cc(=O)oc2c1 | 1% | 0 | -3% | -4% | 2% | -2% | 2% | -1% | 0% | 2% | 5%
O=C(Nc1cc(-c2ccccc2)nn1-c1ccccc1F)c1ccc([N+](=O)[O-])cc1 | -12% | -2 | ? | 3% | 5% | -4% | nt | 2% | nt | -28% | 5%
C[C@H](CCC(=O)O)[C@H]1CC[C@H]2[C@@H]3[C@H](O)C[C@@H]4C[C@H](O)CC[C@]4(C)[C@H]3CC[C@]12C | -9% | 6 | -1% | 1% | 2% | 5% | nt | 3% | nt | -20% | -2%
O=C(NC1CCN(CCc2c[nH]c3ccccc23)CC1)c1ccccc1 | -3% | -1 | 17% | -5% | 0% | -2% | -5%&7% | 1% | 18%&0% | 5% | -1%
CC1O[C@@H](OCC2O[C@@H](Oc3cc(O)c4c(c3)OC(c3ccc(O)cc3)CC4=O)[C@H](O)[C@@H](O)[C@@H]2O)[C@H](O)[C@H](O)[C@H]1O (stereo not given in full) | 0% | 5 | 21% | 1% | -2% | 0% | nt | -1% | nt | 10% | -1%
CC(C)NNC(=O)c1ccncc1 | 1% | 4 | -9% | 4%[46.1 µM] | 7% | 0% | 6% | -2%[46.1 µM] | 12% | 1% | 1%
O=C1NC(=S)S/C1=C\C=C\c1ccc([N+](=O)[O-])o1 | ? | -2 | ? | -49%[inhibitor] | 24µM* | -14% | 4.5µM* | -43%[inhibitor] | 5.6µM* | -89% | -13%
CCc1ccccc1OC[C@@H](O)CN[C@H]1CCCc2ccccc21 | 20% | 2 | -6% | -14% | 5% | 0% | 14µM* | -8% | 7.1µM* | -56% | -7%
COc1cc(C2Oc3cc(C4Oc5cc(O)cc(O)c5C(=O)C4O)ccc3OC2CO)ccc1O (stereo not given) | 7% | 1 | 3% | -5% | 3% | 7% | 2%&0% | 0% | 5%&-3% | 0% | 2%
O=C(O)c1cc(=O)c2ccccc2o1 | 1% | 1 | 1% | -2% | 4% | 8% | 0%&-2% | -3% | -6%&-1% | -6% | 1%
C[C@@H]1C[C@H]2[C@@H]3CCC4=CC(=O)C=C[C@]4(C)[C@@]3(Cl)[C@@H](O)C[C@]2(C)[C@@]1(OC(=O)c1ccco1)C(=O)CCl | -6% | 3 | -16% | -1% | 0% | -11% | nt | 2% | nt | -62% | -6%
N=c1nc(N2CCCCC2)cc(N)n1O | 3% | -2 | 4% | 0%[46.1 µM] | -3% | 2% | -7% | 5%[46.1 µM] | -5% | 3%&0% | -3%
CN(C)S(=O)(=O)n1cc(/C=C(\NC(=O)c2ccccc2)C(=O)NCCCn2ccnc2)c2ccccc21 | -5% | -1 | -1% | 0% | -2%&-9% | 2% | -7% | 1% | -1% | -4%&2% | 2%
CCCC1(c2ccccc2)NC(=O)N(CC(=O)N(C)Cc2c(F)cccc2Cl)C1=O (stereo not given) | -4% | -3 | -19% | -5% | 1% | -6% | 2% | -2% | 35% | -2% | 3%
Cc1c(C)n(Cc2ccccc2)c2ccc(C(=O)OCCN(C)C)cc12 | 1% | 3 | 12% | -12% | 21µM* | 8% | -7%&-12% | 1% | ? | 32% | -1%
O=C(O)Cc1cn(-c2ccccc2)nc1-c1ccc(Cl)cc1 | -4% | 0 | -6% | 0% | -20% | -2% | -8%&1% | -1% | 42%&8% | -4% | 3%
CCc1cccc(CC)c1NC(=O)CN(CC(=O)O)CC(=O)O | -3% | -2 | 9% | -3% | 2% | 3% | -5%[17 µM] | -2% | -1%[16.9 µM] | 7% | -5%
CN(C)CCCSc1ccccc1NC(=O)/C=C/c1ccccc1 | nt | ? | nt | -1% | 4% | nt | -8%&2% | -6% | -13%&4% | nt | -4%
CCN(CC)CC1CCCCN1CC(=O)N1c2ccccc2C(=O)Nc2cccnc21 (stereo not given) | nt | -3 | nt | -3% | 3% | nt | -5%&-3% | -3% | 3%&3% | nt | 3%
CCCOc1ccc(C(=O)OCCN(CC)CC)cc1N | 0% | 2 | 12% | 2% | 9% | 0% | 2%[17 µM] | 2% | -10%[16.9 µM] | 7% | -10%
Cc1scc2c1N(C(=O)CN1CCN(C)CC1)c1ccccc1NC2=O | 3% | 0 | 21% | -1%[46.1 µM] | 3% | 4% | 3% | 3%[46.1 µM] | -2% | -3% | 3%
C/C(=N\NC(=S)NCc1ccccc1)C1CCCCC1 | -3% | 8 | 4% | 8% | -2% | 7% | 1µM* | 0% | 0.22µM* | -9% | -2%
CCCCCCCCCCCCCCCC(O)C(N)CO (stereo not given) | -2% | -1 | -4% | -3% | -14% | -5% | -6% | 0% | 18% | 0% | -2%
Nc1ncnc2c1c(-c1ccc(Oc3ccccc3)cc1)cn2C1CCCC1 | ? | 12 | ? | -37%[inhibitor][46.1 µM] | -3% | -8% | ? | -35%[inhibitor][46.1 µM] | -26% | -43% | 0%
CCCCOc1cc(C(=O)OCCN(CC)CC)ccc1N | 1% | 0 | -2% | 19% | -2% | 2% | -4%[17 µM] | 9% | 4%[2.98 µM] | 0%&0% | 0%
Cn1ccc2cc3c(cc21)CCN3C(=O)Nc1cccnc1 | ? | 0 | ? | 3.2µM* | 6µM* | 7% | -9%&4% | 3.7µM* | -20%&-2% | ? | 7%
CCCC(=O)O[C@]1(C(=O)COC(C)=O)CC[C@H]2[C@@H]3C[C@H](F)C4=CC(=O)C=C[C@]4(C)[C@@]3(F)[C@@H](O)C[C@@]21C | 0% | 5 | 13% | -1% | 8% | 0% | -9% | -5% | 2% | -28% | 5%
O=C(c1ccccn1)N(Cc1cccs1)C1(C(=O)NC2CCCCC2)CCCCC1 | -1% | 26 | 13% | 0% | -4% | -1% | -12% | -4% | 13% | -21% | 3%
CN(C)C/C=C(\c1ccc(Br)cc1)c1cccnc1 | 18% | 4 | 14% | -2% | -1% | -4% | -2% | -4% | 11% | 11% | -5%
